Pf Dd2 inh – P. falciparum Dd2 growth inhibitors, primary screen, SYBR Green fluorescence, single dose replicates; 72 h; active compounds read low; activity change, % at 10 µM; hit rate 2.3% among 94,000; in the data active = activity change below about -80%; inconclusive = no clear call, values can overlap the other calls
KDM4C inh – inhibitors of GASC-1 (KDM4C) histone demethylase, primary screen, biochemical, single concentration HTS | Lysine-specific demethylase 4C (Homo sapiens), Q9H3R0 | inhibition, % at 12.5 µM | GST-KDM4C 2-372, H3K9me3 peptide, LANCE TR-FRET | hit rate 0.15% among 96,000;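 active = mean replicate inhibition above about 25%, with at least 55% of replicates also reaching it, limit read from the data, passing the limit was not always enough; inconclusive = only one of those two conditions met; inactive = neither condition met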
Target sequence (Q9H3R0 2-372 limits assumed): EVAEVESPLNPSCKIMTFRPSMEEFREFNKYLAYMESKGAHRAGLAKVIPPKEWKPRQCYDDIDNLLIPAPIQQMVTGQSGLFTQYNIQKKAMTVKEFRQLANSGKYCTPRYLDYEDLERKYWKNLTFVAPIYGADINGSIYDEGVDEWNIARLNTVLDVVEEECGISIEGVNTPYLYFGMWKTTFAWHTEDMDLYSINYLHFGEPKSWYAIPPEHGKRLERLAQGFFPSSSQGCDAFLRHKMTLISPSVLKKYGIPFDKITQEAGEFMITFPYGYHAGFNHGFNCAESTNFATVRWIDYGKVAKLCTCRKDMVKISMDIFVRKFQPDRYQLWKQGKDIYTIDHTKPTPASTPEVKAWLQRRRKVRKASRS
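System: N-terminal GST-fused human GASC-1 (KDM4C) fragment, residues 2-372; amount: enzyme final amount 10 nM; incubation: reaction 30 min RT, detection step 1 h RT; medium: HEPES buffer, pH 7.5, plus ascorbate; technique: LANCE TR-FRET, Eu antibody, ULight-streptavidin, EDTA, ex 340 nm, em 618/671 nm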
C diff growth – C. difficile growth inhibitors, primary screen, HTS; hit rate 0.25% among 86,000; Clostridium difficile clinical isolate growth, OD600, 24 h; active compounds read low; growth activity, negative = inhibition, % at 16 µg/mL (by protocol);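 active = mean growth activity at or below -80% and every replicate also at or below -80%; inconclusive = mean at or below -80% but some replicate above -80%; inactive = mean growth activity above -80%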;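 note: 0% = DMSO wells and -100% = levofloxacin 16 µg/mL wells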
Tcruzi prolif – T. cruzi intracellular proliferation inhibitors, primary screen, cell-based, beta-gal Tulahuen parasites, NIH3T3 host, luminescence; T. cruzi beta-gal in NIH3T3, GalScreen luminescence, 90 h; inhibition, % at 8.34 µM; hit rate 5.9% among 77,000; AID 624255, 2012;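 active = mean inhibition above about 93%, with at least 55% of replicates each passing it, limit read from the data, passing the limit was not always enough; inconclusive = only one of those two conditions holds; inactive = neither condition holds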
Starred values were filed as active, the others as inactive; ? = inconclusive; · = no result given; & = joins results of further samples.

item	SMILES	Pf Dd2 inh	KDM4C inh	C diff growth	Tcruzi prolif
1	CCCC#Cc1cnc2c(c1)C(=O)N([C@@H](C)CO)C[C@@H](C)[C@@H](CN(C)C(=O)c1cccnc1)O2	15.0	-0.2	-5.8	4.5
2	CC(=O)Nc1ccc2c(c1)C(=O)N(C)[C@H]1CC[C@@H](CC(=O)NCc3ccccc3)O[C@@H]1CO2	7.0	4.4	-0.6	-11.0
3	CO[C@H]1CN(C)C(=O)c2cc(NC(=O)Cc3ccccc3)ccc2OC[C@H](C)N(C(C)=O)C[C@H]1C	-21.4	10.1	·	45.2
4	COc1ccc(C#Cc2ccc([C@@H]3[C@@H](CO)N4CCCCN(Cc5ccccc5F)C[C@@H]34)cc2)cc1	-53.1	-1.5	22.4	26.8
5	COc1ccc2c3c(n(C)c2c1)[C@@H](CO)N(C(=O)Nc1ccccc1F)CC31CCN(C(=O)c2ccccc2F)CC1	-72.0	2.7	-1.7	·
6	COc1ccccc1-c1cnc2c(c1)C(=O)N([C@@H](C)CO)C[C@@H](C)[C@H](CN(C)Cc1ccc(F)cc1)O2	-6.7	-2.2	-2.9	·
7	Cc1noc(C)c1NC(=O)N[C@H]1CC[C@@H](CC(=O)Nc2ccccc2)O[C@H]1CO	·	-2.2	2.2	·
8	COCC#Cc1cnc2c(c1)C(=O)N([C@H](C)CO)C[C@@H](C)[C@@H](CN(C)C(=O)Cc1cccnc1)O2	35.2	-2.9	6.8	22.0
9	C[C@H]1CN([C@@H](C)CO)C(=O)c2cc(-c3ccc(F)cc3)cnc2O[C@H]1CN(C)CC1CCCCC1	-53.6	0.0	6.4	15.1
10	C[C@@H]1CN([C@H](C)CO)C(=O)c2cccc(NC(=O)c3cnccn3)c2O[C@@H]1CN(C)C(=O)Nc1ccccc1	23.6	2.0	1.5	-5.3
11	Cc1noc(C)c1NC(=O)N(C)C[C@H]1Oc2cc(C#CCN(C)C)ccc2S(=O)(=O)N([C@@H](C)CO)C[C@@H]1C	44.3	2.4	-3.5	9.8
12	Cc1ccccc1-c1ccc([C@H]2[C@@H](CO)N3C(=O)CN(C(=O)Nc4ccc(F)cc4)C[C@H]23)cc1	-53.1	0.5	41.1	·
13	Cc1noc(C)c1NC(=O)Nc1ccc2c(c1)C(=O)N([C@H](C)CO)C[C@@H](C)[C@H](CN(C)Cc1ccc(Oc3ccccc3)cc1)O2	-2.0	1.2	-3.7	2.2
14	CC=Cc1ccc2n(c1=O)C[C@H]1[C@H](CO)[C@@H](C(=O)NCCC)N(CC3CCOCC3)[C@@H]21 (mixture of isomers)	-4.6	4.3	3.8	65.5
15	CCCC#Cc1cnc2c(c1)C(=O)N([C@H](C)CO)C[C@@H](C)[C@H](CN(C)C(=O)Nc1c(C)noc1C)O2	35.5	2.6	-1.4	3.4
16	CCCC#Cc1ccc2c(c1)[C@H]1[C@H](CCN1S(=O)(=O)c1ccc(C)cc1)[C@H](CO)N2C	-33.8	-0.6	-14.6	85.0
17	CC(C)(O)C#Cc1ccc([C@H]2[C@@H](CO)N3CCCCN(C(=O)c4ccncc4)C[C@H]23)cc1	20.0	1.3	0.2	10.9
18	CO[C@@H]1CN(C)C(=O)c2cc(NC(=O)C3CC3)ccc2OC[C@@H](C)N(C(=O)c2cnccn2)C[C@H]1C	42.5	0.1	·	-87.7
19	COc1ccc(NC(=O)Nc2ccc3c(c2)C(=O)N([C@H](C)CO)C[C@H](C)[C@H](CN(C)C(=O)NC2CCCCC2)OCCCC[C@@H](C)O3)cc1	38.8	-5.9	13.6	26.3
20	O=C(c1cccc(F)c1)N1CC[C@@H]2[C@H]1c1cc(-c3cccc(F)c3)ccc1N[C@@H]2CO	34.4	-1.3	24.5	86.2
21	C[C@@H]1CN([C@H](C)CO)C(=O)c2cc(N(C)C)ccc2O[C@@H](C)CCCCO[C@H]1CN(C)C(=O)c1ccncc1	-0.3	3.7	-5.1	12.6
22	C[C@H]1CN([C@@H](C)CO)C(=O)c2cccc(NC(=O)c3nc4ccccc4s3)c2O[C@@H]1CN(C)C(=O)Nc1ccccc1	-25.9	3.6	-5.3	26.9
23	CC(C)NC(=O)N[C@H]1CC[C@H](CC(=O)NCCCN(C)C)O[C@H]1CO	16.8	3.3	·	26.0
24	CC(=O)N(C)C[C@@H]1Oc2ncc(-c3ccc(F)cc3)cc2C(=O)N([C@@H](C)CO)C[C@H]1C	46.3	-1.2	-2.0	4.5
25	Cc1ccc(-c2ccc3c(c2)O[C@H](CN(C)C(=O)Nc2ccc(C(F)(F)F)cc2)[C@@H](C)CN([C@@H](C)CO)S3(=O)=O)cc1	-11.9	-2.1	10.6	63.2
26	C[C@H](CO)N1C[C@H](C)[C@@H](CN(C)S(C)(=O)=O)Oc2cc(Br)ccc2S1(=O)=O	43.8&14.4	-1.6	-0.5&0.5	-14.0&-23.4
27	CCC(=O)N1[C@@H](CO)[C@@H](c2ccc(-c3cccnc3)cc2)[C@@H]1CN(CC)C(C)=O	31.3	0.1	8.7	97.7*
28	C/C=C/c1ccc([C@H]2[C@@H](CO)N(CCC(F)(F)F)C23CN(C(=O)COC)C3)cc1	-72.3	-0.2	-12.5	·
29	C[C@@H]1CN([C@H](C)CO)S(=O)(=O)c2ccc(-c3ccc(C(=O)N(C)C)cc3)cc2O[C@@H]1CN(C)C(=O)C1CCCCC1	-66.3	-0.4	11.3	42.6
30	CN1CCN(C(=O)C[C@@H]2CC[C@H]3[C@@H](COC[C@@H](O)CN3Cc3cccc(F)c3)O2)CC1	·	1.5	9.0&-2.8	-94.5
31	CO[C@H]1CN(C)C(=O)c2ccc(NC(=O)NC(C)C)cc2OC[C@H](C)N(Cc2ccccn2)C[C@H]1C	-23.2	-0.4	·	95.0
32	C[C@@H]1CN([C@H](C)CO)C(=O)c2cc(NC(=O)Nc3ccccc3)ccc2O[C@@H]1CN(C)S(=O)(=O)c1ccc(F)cc1	24.2	-2.2	0.6	46.9
33	C[C@@H]1CN([C@H](C)CO)C(=O)Cc2cc(NC(=O)C3CCCCC3)ccc2O[C@H]1CN(C)Cc1ccc(C(=O)O)cc1	8.2	3.1	-4.1	35.8
34	CCCNC(=O)C[C@H]1CC[C@@H]2[C@H](COC[C@H](O)CN2C(=O)c2cccnc2)O1	11.2	-1.2	-2.3&-5.6	47.0
35	COc1ccc(-c2ccc3c(c2)[C@H]2[C@H](CCN2C(=O)Nc2ccccc2OC)[C@H](CO)N3C)cc1	-41.2	-0.1	5.3	75.5
36	COc1ccc(-c2ccc([C@@H]3[C@@H](CO)N4C(=O)CN(Cc5ccc(F)cc5)C[C@@H]34)cc2)cc1	-7.5	0.7	-2.1	·
37	C[C@@H]1CN([C@H](C)CO)C(=O)Cc2cc(NC(=O)CCCCCC(=O)Nc3ccccc3N)ccc2O[C@@H]1CN(C)S(=O)(=O)c1cn(C)cn1	28.5	1.2	1.8	9.9
38	C[C@H]1CN([C@@H](C)CO)C(=O)c2cccc(NC(=O)Nc3ccccc3)c2O[C@@H]1CN(C)CC1CC1	-1.5	0.4	-2.0	·
39	C[C@@H]1CN([C@@H](C)CO)C(=O)c2cc(C#Cc3ccccc3F)cnc2O[C@@H]1CN(C)C(=O)Cc1ccncc1	-65.4	·	4.8	78.2
40	COc1ccc(NC(=O)N(C)C[C@H]2OCc3cn(nn3)CCCC(=O)N([C@H](C)CO)C[C@H]2C)c(OC)c1	5.9	1.7	-4.5	12.5
41	CCCC#Cc1ccc2c(c1)O[C@@H](CN(C)C(=O)c1ccncc1)[C@H](C)CN([C@H](C)CO)S2(=O)=O	-23.2	-1.5	1.9	82.2
42	CO[C@@H]1CN(C)C(=O)c2cc(NC(=O)c3cnccn3)ccc2OC[C@H](C)N(CC2CC2)C[C@@H]1C	18.8	-1.3	-2.9	·
43	COC(=O)C[C@@H]1CC[C@@H]2[C@H](COC[C@@H](O)CN2S(=O)(=O)c2ccc(F)cc2)O1	25.4	0.0	-6.3&-8.2	14.0
44	C[C@@H]1CCCCO[C@H](CN(C)Cc2ccc(C(F)(F)F)cc2)[C@@H](C)CN([C@@H](C)CO)C(=O)c2cc(NS(=O)(=O)c3ccccc3)ccc2O1	-49.7	-1.2	·	68.1
45	C[C@H]1CCCCO[C@H](CN(C)Cc2ccc(C(F)(F)F)cc2)[C@@H](C)CN([C@@H](C)CO)C(=O)c2cc(NS(=O)(=O)c3ccccc3)ccc2O1	-36.0	0.3	·	?
46	C[C@@H]1CCCCO[C@H](CN(C)C(=O)Nc2ccc(F)cc2)[C@@H](C)CN([C@H](C)CO)C(=O)c2cc(NS(=O)(=O)c3ccc(F)cc3)ccc2O1	-37.4	9.9	-14.3	24.1
47	C[C@@H]1CN([C@H](C)CO)C(=O)c2cc(Br)cnc2O[C@H]1CN(C)Cc1ccc2c(c1)OCO2	-5.0	0.2	7.8	-173.6
48	CCN(C[C@H]1[C@H](c2ccc(-c3ccccc3)cc2)[C@H](CO)N1CC1CC1)C(C)=O	-26.1	0.3	3.7	17.0
49	C[C@@H]1CN([C@H](C)CO)C(=O)c2cc(NC(=O)Nc3ccc(C(F)(F)F)cc3)ccc2O[C@@H](C)CCCCO[C@@H]1CN(C)Cc1ccc(Cl)c(Cl)c1	-86.5*	-0.6	17.1	47.7
50	CCC(=O)N1[C@H](CN(C)C(=O)c2cccc(F)c2)[C@@H](c2ccccc2)[C@@H]1CO	1.9	-0.8	-4.2	31.7
51	CCCC(=O)N1CC2(CN(C(=O)C3CC3)C2)c2c(n(C)c3cc(OC)ccc23)[C@@H]1CO	-31.2	1.0	-6.1	·
52	CC(C)NC(=O)N(C)C[C@@H]1Oc2ccc(NS(=O)(=O)c3ccc(F)cc3)cc2C(=O)N([C@H](C)CO)C[C@H]1C	22.1	1.1	7.7	-10.4
53	Cn1cnc(S(=O)(=O)N[C@H]2C=C[C@@H](CC(=O)NCC3CC3)O[C@H]2CO)c1	13.4	1.2	·	-42.7
54	COc1cccc(-c2ccc3c(c2)[C@H]2[C@H](CCN2C(=O)c2cccc(F)c2)[C@H](CO)N3)c1	5.9	3.1	-4.0	82.8
55	COCC#Cc1ccc([C@H]2[C@@H](CO)N3C(=O)CN(C(=O)C4CCCCC4)C[C@H]23)cc1	9.9	0.0	5.0	·
56	O=C(C1CCCCC1)N1CC(=O)N2[C@H](CO)[C@H](c3ccc(-c4cccnc4)cc3)[C@H]2C1	6.8	0.0	-2.1	·
57	CN1CCN(C(=O)C[C@H]2CC[C@H]3[C@@H](COC[C@@H](O)CN3Cc3cccc(-c4ccncc4)c3)O2)CC1	-2.2	1.1	·	37.9
58	CS(=O)(=O)N1[C@H](CO)[C@@H](c2ccccc2)C12CN(C(=O)C1CC1)C2	14.8	1.3	4.3	·
59	O=C(C[C@H]1C[C@H]2c3cc(NC(=O)NC4CCCC4)ccc3O[C@H]2[C@@H](CO)O1)NCCN1CCCCC1	13.7	-0.6	0.4	26.7
60	CN(C)c1ccc2c(c1)[C@H]1C[C@H](CC(=O)NCc3ccccc3F)O[C@H](CO)[C@H]1O2	3.8	13.6	2.7	-12.2

The listing continues.
item	SMILES	Pf Dd2 inh	KDM4C inh	C diff growth	Tcruzi prolif
61	COc1cccc(C#Cc2cnc3c(c2)C(=O)N([C@@H](C)CO)C[C@H](C)[C@@H](CN(C)C)O3)c1	-47.1	-1.6	10.6	29.6
62	C[C@@H]1CN([C@H](C)CO)S(=O)(=O)c2ccc(C#CC(C)(C)O)cc2O[C@@H]1CN(C)C	·	1.4	0.7	-4.8
63	C[C@H]1CN([C@@H](C)CO)C(=O)c2cc(NS(=O)(=O)c3cccs3)ccc2O[C@H]1CN(C)Cc1ccc2c(c1)OCO2	28.8	-0.2	·	-0.2
64	CC(=O)N[C@H]1CC[C@H](CCNC(=O)C2CCC2)O[C@@H]1CO	-23.2	-3.6	1.3	·
65	CCN(C[C@@H]1N[C@H](CO)[C@H]1c1ccc(-c2cccc(C#N)c2)cc1)C(=O)COC	-5.8	-2.9	-7.5	57.7
66	N#C[C@@H]1[C@H](c2ccccc2-c2ccc(F)cc2)[C@@H](CO)N1c1ncc(-c2ccccc2)s1	27.4	-2.2	-8.2	·
67	O=C(C[C@H]1C=C[C@@H](NS(=O)(=O)c2ccc(F)cc2)[C@H](CO)O1)NCc1ccncn1	16.0	1.0	·	-9.7
68	O=C(Cc1ccccn1)N1CC2(C1)[C@@H](c1ccccc1)[C@@H](CO)N2C(=O)c1ccncc1	24.7	8.5	0.3	·

Entries shown so far that have bromine:
item	SMILES	Pf Dd2 inh	KDM4C inh	C diff growth	Tcruzi prolif
26	C[C@H](CO)N1C[C@H](C)[C@@H](CN(C)S(C)(=O)=O)Oc2cc(Br)ccc2S1(=O)=O	43.8&14.4	-1.6	-0.5&0.5	-14.0&-23.4
47	C[C@@H]1CN([C@H](C)CO)C(=O)c2cc(Br)cnc2O[C@H]1CN(C)Cc1ccc2c(c1)OCO2	-5.0	0.2	7.8	-173.6

Assay outcomes: PubChem BioAssay, Broad Institute
